Bioassay records from PubChem.
CAL PDZ FP: CAL PDZ (human) peptide binding inhibition. Q9HD26. purified CAL PDZ, TMR-peptide fluorescence polarization, 1 h. inhibition, % at 24.9 µM. actives 0.92% (n = 300,000). AID 602252;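 active = mean inhibition of at least 30% with at least half of replicates also reaching 30%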;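 note: 0% = DMSO neutral control and 100% = excess unlabeled competitor peptide PRC23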
OPRM1-OPRD1 inv: inverse agonist of human OPRM1-OPRD1 heterodimerization; actives 0.21% (n = 340,000); inhibition, % at 9.3 µM; AID 504357; P35372+P41143; cell-based MOR-DOR heterodimer luminescence, inverse agonism; in the data active = inhibition above about 22%, passing the limit was not always enough;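 note: 0% = cells with DMSO and 100% = wells without cells with DMSO; values of inactives mirror those of a sister screen read the other way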
HTR5A ag: HTR5A agonism, opioid heterodimer counter-screen | HTR5A agonist assay, luminescence, cell-based | activation, % at 9.3 µM | actives 0.61% (n = 340,000) | AID 504692; in the data active = activation mostly above about 9.5%, no sharp cut-off; inactive = mostly below about 7.6%;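 note: 0% = cells with vehicle only and 100% = reference agonist; strong numbers were not always called active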
Target sequence (P47898 whole entry, looked up): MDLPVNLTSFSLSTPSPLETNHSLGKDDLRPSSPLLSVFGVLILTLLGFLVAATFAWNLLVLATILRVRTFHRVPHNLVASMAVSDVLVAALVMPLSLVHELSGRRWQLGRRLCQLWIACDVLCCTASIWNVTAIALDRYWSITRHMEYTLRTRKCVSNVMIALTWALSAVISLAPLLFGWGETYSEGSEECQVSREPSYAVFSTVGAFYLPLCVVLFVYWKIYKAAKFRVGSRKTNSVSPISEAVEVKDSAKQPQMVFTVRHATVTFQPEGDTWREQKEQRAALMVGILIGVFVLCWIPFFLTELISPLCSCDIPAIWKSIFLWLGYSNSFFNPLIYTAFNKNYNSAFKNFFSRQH
LANA DNA inh: inhibitors of KSHV LANA C-terminal domain DNA binding | inhibition, % at 9 µM | MBP-C-LANA/FAM-LBS DNA binding, fluorescence polarization | actives 0.078% (n = 340,000);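 active = highest replicate inhibition at or above 60% at 9 µM, even if other replicates fall short; inactive = all replicates below 60% inhibition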;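 note: 0% = neutral control wells and 100% = 4 µM acridine orange control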
V-ATPase pHluor: alters yeast V-ATPase proton transport | AID 504577 | response, % at 10 µM | actives 0.37% (n = 350,000) | S. cerevisiae, pHLuorin cytosolic pH fluorescence; in the data active = response mostly above about 7.3%, no sharp cut-off; inactive = mostly below about 5.4%; note: actives read high; inactives centre near 0; some compounds called inactive have numbers as strong as hits; reference of the scale not given here
Keap1-Nrf2 PPI: inhibitors of human Keap1-Nrf2 protein-protein interaction; Q14145; Keap1 Kelch-Nrf2 peptide fluorescence polarization, 1536-well; inhibition, % at 9.4 µM; actives 0.15% (n = 340,000); AID 504523; in the data active = inhibition above about 12%;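 note: human Keap1 Kelch domain with fluorescein labeled Nrf2 9mer peptide probe; 0% = neutral control wells and 100% = peptide positive control; higher means more block of Keap1 binding to Nrf2 peptide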
Target sequence (Q14145 whole entry, looked up, the tested form may be a part): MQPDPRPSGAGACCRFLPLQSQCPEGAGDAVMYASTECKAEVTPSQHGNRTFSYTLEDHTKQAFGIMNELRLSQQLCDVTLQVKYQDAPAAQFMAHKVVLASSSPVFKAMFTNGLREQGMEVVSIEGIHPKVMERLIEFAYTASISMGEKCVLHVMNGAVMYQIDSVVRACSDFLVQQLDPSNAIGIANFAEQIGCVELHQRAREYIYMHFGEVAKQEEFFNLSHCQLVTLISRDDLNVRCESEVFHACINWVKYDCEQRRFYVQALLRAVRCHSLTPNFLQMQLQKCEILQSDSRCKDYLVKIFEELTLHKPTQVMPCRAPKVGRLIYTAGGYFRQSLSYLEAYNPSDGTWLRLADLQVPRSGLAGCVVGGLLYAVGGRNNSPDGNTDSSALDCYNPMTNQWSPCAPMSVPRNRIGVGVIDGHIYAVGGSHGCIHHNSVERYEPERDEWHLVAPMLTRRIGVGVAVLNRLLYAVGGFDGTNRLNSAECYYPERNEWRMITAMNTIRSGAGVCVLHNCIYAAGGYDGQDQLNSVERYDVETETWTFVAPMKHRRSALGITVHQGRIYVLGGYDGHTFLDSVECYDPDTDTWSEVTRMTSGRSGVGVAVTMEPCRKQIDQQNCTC
MOR-DOR ag: OPRM1-OPRD1 heterodimerization agonism. activation, % at 9.3 µM. cells, luminescence. actives 0.3% (n = 340,000). AID 504326; in the data active = activation above about 18%;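 note: 0% = vehicle-treated cells and 100% = reference agonist; values of inactives mirror those of a sister screen read the other way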
HTR5A inv ag: counter-screen for OPRM1-OPRD1 inverse agonists: human HTR5A inverse agonism. P47898. HTR5A cell line, luminescence. inhibition, % at 9.3 µM. actives 0.083% (n = 340,000); in the data active = inhibition mostly above about 23%, no sharp cut-off; inactive = mostly below about 18%;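 note: 0% = cells with DMSO and 100% = no-cell wells with DMSO; some compounds called inactive have numbers as strong as hits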
cardiac RTF act: increases calcium sensitivity of human cardiac regulated thin filaments | P19429+P45379 | IANBD-labeled TnC RTF fluorescence at EC20 calcium; 0% EC20 calcium, 100% full calcium | activation, % at 7.2 µM | actives 0.24% (n = 340,000) | AID 493008;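 active = activation above the mean over all tested compounds plus 3 SD, cut at about 30% in these data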;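 note: rise in fluorescence read as greater calcium sensitivity of cardiac thin filaments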
RTF Ca sens inh: cardiac RTF calcium desensitization; AID 493244; P19429+P45379; actives 0.12% (n = 340,000); IANBD-labeled cardiac RTF, Ca2+ fluorescence; inhibition, % at 7.15 µM;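 active = inhibition above the mean inhibition of all tested compounds plus 3 SD, cut at about 17% in these data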;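 note: assay run at fixed EC70 calcium of 1.6 mM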
* = called active by the depositor; i = inactive; . = no result given; + = active, no number.

SMILES	CAL PDZ FP	OPRM1-OPRD1 inv	HTR5A ag	LANA DNA inh	V-ATPase pHluor	Keap1-Nrf2 PPI	MOR-DOR ag	HTR5A inv ag	cardiac RTF act	RTF Ca sens inh
Cc1cnc(NC(=O)c2c(-c3ccccc3)noc2C)s1	-3	6	2	-2.0	0	-1	-1.1	-4	-1	5
O=C(Nc1nnc(-c2ccncc2)o1)c1ccc2ccccc2c1	-4	12	2	-0.6	0	1	-2.2	-27	-3	-9
Cc1ccnc(N2CCC(C(=O)Nc3ccc4c(c3)OCCO4)CC2)n1	-2	7	2	0.4	1	-6	-1.4	-10	4	3
COc1cccc(CNC(=O)c2cccc(NC3=NC4CS(=O)(=O)CC4S3)c2)c1 (configuration not stated)	.	3	6	0.6	6	-4	-0.5	1	-1	5
O=C(NNC(=S)Nc1ccccc1Cl)C1CC1	.	13	-2	-3.6	-7	6	-2.5	4	-4	0
CCN(CC)S(=O)(=O)c1ccc(OC)c(NC(=O)C2CC(=O)N(c3ccc(C)cc3)C2)c1 (configuration not stated)	-2	3	3	0.2	3	-7	-0.6	-8	13	-6
Cc1cc(C)c(C)c(S(=O)(=O)N2CCN(CC(=O)c3c(N)n(Cc4ccccc4)c(=O)n(C)c3=O)CC2)c1C	-1	-10	2	-0.8	4	-4	1.8	-6	-4	-12
CC(=O)CSc1ccc(-c2nc3ccccc3[nH]2)cn1	0	3	1	1.0	-3	2	-0.6	-5	-8	0
Fc1ccc(/C=N/NC2=Nc3cccc4cccc2c34)cc1	-4	-28	5	1.0	1	3	5.2	-2	-3	-6
COc1ccc(NC(=O)c2ccccc2OCc2c(C)noc2C)cc1OC	.	8	-2	2.8	-1	2	-1.4	9	-5	2
COC(=O)c1ccc(NC(=S)NC(=O)c2c(Cl)cnn2C)cc1	-6	22	-1	-4.2	3	-5	-4.8	10	6	2
O=C(O)C1CCN(S(=O)(=O)c2ccc(N3CCOCC3)c([N+](=O)[O-])c2)CC1	-2	18	4	-0.3	3	-3	-3.8	12	-3	-6

Single records, as listed above. Order of values: CAL PDZ FP, OPRM1-OPRD1 inv, HTR5A ag, LANA DNA inh, V-ATPase pHluor, Keap1-Nrf2 PPI, MOR-DOR ag, HTR5A inv ag, cardiac RTF act, RTF Ca sens inh
O=C(NNC(=S)Nc1ccccc1Cl)C1CC1 reads ., 13, -2, -3.6, -7, 6, -2.5, 4, -4, 0
Cc1cc(C)c(C)c(S(=O)(=O)N2CCN(CC(=O)c3c(N)n(Cc4ccccc4)c(=O)n(C)c3=O)CC2)c1C reads -1, -10, 2, -0.8, 4, -4, 1.8, -6, -4, -12
Cc1ccnc(N2CCC(C(=O)Nc3ccc4c(c3)OCCO4)CC2)n1 reads -2, 7, 2, 0.4, 1, -6, -1.4, -10, 4, 3
O=C(O)C1CCN(S(=O)(=O)c2ccc(N3CCOCC3)c([N+](=O)[O-])c2)CC1 reads -2, 18, 4, -0.3, 3, -3, -3.8, 12, -3, -6

Next structures follow:
SMILES	CAL PDZ FP	OPRM1-OPRD1 inv	HTR5A ag	LANA DNA inh	V-ATPase pHluor	Keap1-Nrf2 PPI	MOR-DOR ag	HTR5A inv ag	cardiac RTF act	RTF Ca sens inh
COc1ccc(S(=O)(=O)NCC2CCCN(C(=O)c3ccco3)C2)cc1 (configuration not stated)	0	13	-3	1.0	-2	-4	-2.6	7	4	11
Cc1ccc(NC2CCCN(C(=O)c3ccc4nccnc4c3)C2)cc1C (configuration not stated)	-7	15	8	1.7	1	-3	-2.7	-28	2	-2
C/C(=N\OCC(=O)OCC(=O)NC(=O)c1ccc(OC(F)F)cc1)c1ccc2c(c1)OCO2	-3	-2	5	0.8	-1	-2	0.3	-15	-6	0
CCCn1nc(C(=O)NNC(=O)CCOc2ccccc2OCC)c2ccccc2c1=O	-2	10	-1	0.5	4	-1	-1.9	-15	-3	-7
CC1CCCC(NC(=O)CCNS(=O)(=O)c2ccc(Br)cc2)C1C (configuration not stated)	.	0	-3	1.2	-5	0	0.0	-26	3	-4
CN(CC(=O)Nc1ccc(Cl)cc1)C(=O)CNC(=O)c1ccc2c(c1)OCO2	-6	6	-2	-1.0	-1	-1	-0.9	6	0	-5
Cc1sc(-n2c(C)cc(/C=N/n3cnnc3)c2C)c(C#N)c1C	.	2	-1	3.1	0	-6	-0.5	-5	3	-8
Cc1cc(C)n2c(Nc3ccc4c(c3)OCCO4)c(-c3ccccc3)nc2n1	-2	11	2	-2.0	-2	-10	-2.0	-36	-2	0
Cc1ccc(Oc2cc(C)nc(-c3ccccc3O)n2)cc1	-2	9	5	-0.6	0	0	-1.6	-7	4	-2
CCCOc1cccc(-c2cc(C(=O)NN)c3ccccc3n2)c1	-2	0	-5	-0.9	4	-1	-0.1	-4	-2	3
C=CCNC(=S)Nc1ccc(Cl)cc1F	-5	3	0	1.2	0	0	-0.6	-16	1	-1
CN(C)C(=O)CSc1nc2ccccc2n1CC(=O)N1CCN(c2ccccc2)CC1	-1	.	.	-0.9	1	-8	.	.	13	-4
Cc1ccc(CNC(=O)c2ccc(OCC(C)C)cc2)n1C	-5	6	1	-4.0	0	-6	-1.3	-5	-1	-1
Cc1ccc(C2=NN3C(=O)c4ccccc4C3C2)cc1 (configuration not stated)	-2	-10	5	0.1	7	-6	1.9	-6	11	-7
COc1ccc2nc(NC(=O)C3CSC4(C)CCC(=O)N34)sc2c1 (configuration not stated)	-6	5	3	-0.8	-2	-1	-0.7	-8	-3	-10
COc1cc(OC)c(OC)cc1/C=N/NC(=O)CCc1c(C)n[nH]c1C	.	5	6	23	1	-3	-0.9	10	-2	-4
Cc1c(C(=O)N2CCCCC2)sc(NC(=O)C(C)C)c1C#N	-6	14	5	0.3	3	-8	-2.5	-10	5	-12
Cc1ccc(OC(C)C(=O)Nc2ccc3c(c2)n(C)c(=O)n3C)c(C)c1 (configuration not stated)	-2	11	-2	0.4	0	-2	-2.3	9	-7	-1
CN(C)CCCN(C(=O)c1ccc2c(c1)CCCC2)c1nc2ccc(F)cc2s1	1	-23	0	1.4	19*	-1	4.3	14	-2	-11
CC(=O)N1CCN(S(=O)(=O)c2cccc(C(=O)Nc3ccccc3N3CCCC3)c2)CC1	0	-3	-2	0.2	-3	-3	0.4	5	-4	-3
O=C(N/N=C/c1ccc(N2CCOCC2)cc1)c1ccccc1OCCOc1ccccc1	2	.	.	9.1	-2	-19	.	.	.	.
O=C(CC(=O)Nc1nc(C23CC4CC(CC(C4)C2)C3)cs1)NCCO	-6	2	-4	0.6	2	3	-0.3	34	-2	1
C/C(CC(=O)Nc1ccc2c(c1)OCO2)=N\NC(=O)C(c1ccccc1)c1ccccc1	5	-9	0	-1.7	-3	2	1.5	-9	-1	2
CCCCN1C(=O)C(=O)N(CC(=O)Nc2cc(Cl)ccc2OC)C1=O	-3	9	2	1.3	-1	-3	-2.2	-6	0	-5
O=C(CSc1nc2ccsc2c(=O)n1Cc1ccc(C(=O)O)cc1)NCC1CCCO1 (configuration not stated)	-3	14	-1	-0.7	-2	-1	-2.6	-10	7	-2
C=CCn1c(CSCc2ccc(Cl)cc2)nnc1SCC(=O)NCc1ccccc1	1	2	2	-0.2	-1	2	-0.4	-25	1	-2
COc1cc(C(=O)NNC(=O)c2ccc3ccccc3n2)cc(OC)c1OC	.	2	3	-0.2	0	2	-0.5	-10	5	-11
Cc1c(C(=O)NCC2CCCO2)oc2ccc3c(c12)C(=O)CC(C)(C)O3 (configuration not stated)	-3	7	3	-0.9	2	-2	-1.1	-28	4	0
CCCn1c2c(c(=N)c3c1CCC3)CCC2	-1	10	0	-0.5	-3	-3	-2.0	1	6	-4
O=C(CN1CCN(c2ccc(Cl)cc2)CC1)c1ccc2c(c1)OCO2	-4	21	-2	-0.8	0	-4	-4.5	10	-3	-3
O=C1CN(C(=O)NCCC(=O)NC2CCCCC2)c2ccccc2N1	-2	-1	-3	0.1	-4	-10	0.2	7	-2	2
CC1CCCCC1NC(=O)CN1CCC(NC(=O)c2ccc([N+](=O)[O-])cc2)CC1 (configuration not stated)	-2	-4	0	1.1	-2	6	0.6	0	2	-8
COc1ccc(N/C=C/C(=O)c2ccccc2)cc1	-6	-5	-3	-0.8	-3	-5	1.0	12	6	1
Nc1ccc(NC(=O)NC2CCCCC2)cc1[N+](=O)[O-]	-1	18	-3	3.6	1	-3	-3.8	8	10	-2
O=C(Nc1ccc(Br)cc1)C1CCCC1	.	13	-4	2.6	-1	-5	-2.6	-17	0	-3
CC1(c2ccc(Cl)cc2)NC(=O)N(CC(=O)NCCC2=CCCCC2)C1=O (configuration not stated)	.	0	-6	1.2	5	-1	0.0	22	1	0
COc1ccc(C2(C(=O)NCc3ccccc3Cl)CCOCC2)cc1OC	0	3	-3	0.2	-1	-3	-0.6	7	-1	-4
CCCCN(C)C1=CC2=CC(=C(C#N)C#N)CCC2CC1 (configuration not stated)	2	-24	8	-18	291*	-129	5.2	4	+	i
CCOC(=O)C(C)NC(=O)CCc1nnc2ccc(N3CCC(C)CC3)nn12 (configuration not stated)	-1	6	0	-1.9	-2	1	-1.3	1	5	-8
CC(=O)NC1C(=O)N(CCc2ccccc2)c2ccccc21 (configuration not stated)	4	12	-4	0.6	-1	-7	-2.2	-3	3	-6
CN(C)C(=O)c1ccc(NC(=O)c2cccnc2)cc1	-2	-3	5	-2.0	-4	1	0.5	18	11	-18
CCOc1ccc(C(=O)NC2CCN(C(=O)Nc3ccccc3OC)CC2)cc1	-2	-23	-9	0.1	.	1	3.9	23	16	-6
CC(C)c1ccccc1NC(=O)c1ccccc1NC(=O)C1CCCCC1	-2	-21	-2	0.6	0	0	4.6	-15	-2	-20
Cc1ccc(S(=O)(=O)Nc2cc3c4c(c2)CCC(=O)N4CCC3)cc1	.	19	2	-1.0	-8	-1	-3.8	0	-2	4
Cc1cc(C)c(C(=O)N(C)CC2CCCN(CCc3ccccc3F)C2)o1 (configuration not stated)	-2	3	-6	1.9	3	2	-0.4	-10	-3	-3
CC1(C)OC(=O)N(NCc2ccccc2)C1(C)O (configuration not stated)	5	-12	0	-2.1	0	-3	2.6	2	-4	0
O=S(=O)(NCc1ccc(F)cc1)c1ccc(-n2cnnn2)cc1	6	14	-1	0.6	7	-3	-2.5	15	-3	2
CC(NC(=O)CN(C)CC(=O)Nc1ccc(Cl)cc1)c1ccc(F)cc1 (configuration not stated)	1	7	2	-0.1	-3	-5	-1.6	-4	-2	-1
COc1ccc(CNC(=O)c2c[nH]c3c(OC)cc(OC)cc3c2=O)cc1	-1	6	0	1.1	2	0	-1.3	0	-4	-1
CC1CCCN(S(=O)(=O)c2ccc3oc(=O)ccc3c2)C1 (configuration not stated)	-4	14	2	0.0	-2	-5	-2.6	-10	2	4
O=C(Nc1cccc(-n2cccn2)c1)C1CCCN(Cc2cc3ccccc3[nH]2)C1 (configuration not stated)	2	-25	4	-0.5	6	-1	4.8	-41	-1	-3
CSC1=C(C#N)C(c2cccc(Br)c2)CC(=O)N1 (configuration not stated)	.	6	2	0.9	3	-2	-1.2	20	6	-5
COc1cccc(OC)c1C(=O)Nc1cccc(C(C)=O)c1	53*	14	-1	0.3	3	0	-2.3	7	-4	-13
Cc1cc(C)n(-c2nnc(NC34CC5CC(CC(C5)C3)C4)nn2)n1	-4	-19	2	0.2	0	0	4.3	14	0	2
